Screening data as filed in PubChem BioAssay.
RNase H inhibition = RNase H inhibition, HIV 1 Gag Pol polyprotein, FRET biochemical assay, screening (AID 372); HIV-1 RT RNase H, FRET RNA/DNA substrate fluorescence; higher % means a stronger effect; inhibition, % at 10 µM; hits with a dose series show IC50 in µM; hit rate 0.77% among 100,000; in the data active = inhibition above about 50%
* = called active by the depositor. These rows are one share of the data; the hit share may differ from the screen's.

SMILES | RNase H inhibition
Cc1c(Br)c(=O)[nH]c(=O)n1Cc1ccccc1 | 4.0%
Cc1ccc(-c2csc(Nc3cccc4ccccc34)n2)cc1C | 25.0%
O=C1/C(=C/c2cc([N+](=O)[O-])ccc2Cl)SC(=S)N1c1ccccc1 | 11.0%
O=S(=O)(NCc1ccccn1)c1ccc(F)cc1 | 0.0%
O=c1cc(-c2ccc(Cl)cc2Cl)nc(-c2cccc([N+](=O)[O-])c2)o1 | 18.0%
CC(Oc1ccc(Cl)cc1Cl)C(=O)N1CCN(C)CC1 (stereo not given) | 8.0%
COC(=O)c1ccc(N2C(=O)CC(NCc3ccc(F)cc3)C2=O)cc1 (stereo not given) | 22.0%
Cc1ccc(OCCCCCCN2CCCC2)cc1C | 12.0%
Clc1cccc(-n2ncnc2-c2cccc(Br)c2)c1 | 14.0%
O=C(N/N=C/c1cccc(Cl)c1)c1cccc(Cl)c1 | 9.0%
Cc1oc2cc(OCc3ccccc3)ccc2c(=O)c1-c1ccccc1Cl | 18.0%
COc1cc(/C=c2\sc3nc4ccccc4n3c2=O)ccc1OS(=O)(=O)c1ccccc1[N+](=O)[O-] | 1.0%
O=C(Nc1cccc(C(F)(F)F)c1)c1ccccc1F | 2.0%
CC(C)(C)c1ccccc1OCC(O)CN1CCN(c2ccccc2)CC1 (stereo not given) | 11.0%
CCC(=O)Nc1cccc(NC(=S)NC(=O)c2ccc(C)cc2)c1 | 13.0%
CCOc1ccc2ccc(OCC)c(/C=c3\sc4nc5ccccc5n4c3=O)c2c1 | 9.0%
COCC(C)NC(=O)c1ccc(C)c(C)c1 (stereo not given) | 22.0%
O=[N+]([O-])c1ccc(/C=N/Nc2nnc(-c3ccccc3)c(-c3ccccc3)n2)cc1 | 19.0%
COc1ccc(/C=C2/C(=O)N(C)C(=O)N(c3ccccc3)C2=O)cc1O | 19.0%
Cc1cc(N2C(=O)NC(=O)/C(=C/c3cc(C)n(C)c3C)C2=O)ccc1Br | 13.0%
S=c1[nH]nc(-c2ccccc2)n1C1C=CCCC1 (stereo not given) | 10.0%
COc1ccc(CCNC(=O)COc2ccc(Br)cc2)cc1OC | 1.0%
Brc1ccc2ncnc(Nc3ccccc3)c2c1 | 2.0%
c1csc(-c2nnc(-c3cccc4ccccc34)o2)c1 | 33.0%
COc1ccc(-n2c(=S)[nH]c3nc4c(cc3c2=O)COC(C)(C)C4)cc1 | 5.0%
O=C1NC(=Nc2ccccc2)S/C1=C/c1ccc(OCc2ccc(Cl)cc2Cl)cc1 | 39.0%
Cc1ccc(N(CC(=O)Nc2c(C)cccc2C)S(=O)(=O)c2ccc(F)cc2)cc1 | 3.0%
CCCCOC(=O)c1ccc(NC(=O)c2c(Cl)cccc2Cl)cc1 | 14.0%
CC1(C)CC(=O)c2c(oc3c(Br)cc(NS(=O)(=O)c4ccccc4)cc23)C1 | 14.0%
CCOc1ccc(S(=O)(=O)NCc2ccco2)c2ccccc12 | 2.0%
COc1ccc(C(=O)CSc2nnc(COc3ccc(Cl)cc3Cl)o2)cc1 | 16.0%
Cc1nnc(N/N=C\c2c(Cl)cccc2Cl)[nH]c1=O | 7.0%
Cc1cccc(N2C(=O)CC(N3CCC(C(=O)O)CC3)C2=O)c1 (stereo not given) | 0.0%
C[n+]1cn(CC(O)COc2ccccc2Cl)c2ccccc21 (stereo not given) | 6.0%
CC1=NNC(=O)C1CCC(=O)N/N=C/c1ccccc1 (stereo not given) | 8.0%
O=C(Cc1ccc(Cl)cc1)Nc1ccc2c(c1)OCO2 | 4.0%
COc1ccc(NC(=S)NC(=O)c2ccc(C)c(C)c2)cc1 | 8.0%
C/C(=N\NC(=O)c1ccc(C(C)(C)C)cc1)c1ccccc1O | 17.0%
CCCCN=C(C)C1=C(O)CSC1=O | 0.0%
CNC(=S)/N=C(/Nc1ccc(C)cc1)c1ccccc1 | 9.0%
Cc1cc2nc3s/c(=C/c4ccc(F)cc4)c(=O)n3c2cc1C | 1.0%
O=C(Nc1c[nH]c(=O)[nH]c1=O)c1ccccc1I | 17.0%
Cc1ccc(NC(=O)c2ccc3c(c2)OCCO3)c([N+](=O)[O-])c1 | 0.0%
CCOc1ccccc1C=Nn1c(-c2ccc(C(C)(C)C)cc2)n[nH]c1=S | 11.0%
CCOC(=O)NCc1ccc(Cl)cc1 | 11.0%
O=C1N=c2ccc(Br)cc2=C1c1sc(NS(=O)(=O)Cc2ccccc2)nc1O | 8.0%
CC1=NN(c2ccc(Cl)c(C(=O)O)c2)C(=O)/C1=C\c1cccc(Br)c1 | 3.0%
COc1ccc2c(c1[N+](=O)[O-])CCC/C2=N/OC(=O)c1ccccc1SC | 12.0%
CCOc1ccc(-n2c(CN3C(=O)c4ccccc4C3=O)nc3ccccc3c2=O)cc1 | 12.0%
Cn1ccnc1Sc1nc2c(c(=O)n(C)c(=O)n2C)n1Cc1c(Cl)cccc1Cl | 12.0%
CCCc1ccc(-c2nc(-c3ccccc3Cl)no2)cc1 | 9.0%
O=C(NC(C(=O)Nc1nccs1)C12CC3CC(CC(C3)C1)C2)c1ccccc1 (stereo not given) | 0.0%
Cc1cccc(NS(=O)(=O)c2ccc(F)cc2)c1 | 3.0%
Cc1cccc(NC(=O)CC(c2ccccc2)c2ccccc2)n1 | 0.0%
COc1cc(C=NNC(=O)CC#N)ccc1Oc1ccc([N+](=O)[O-])cn1 | 10.0%
CCOC(=O)C(Cc1ccccc1)NC1=CC(=O)CC(C)(C)C1 (stereo not given) | 14.0%
O=[N+]([O-])c1cccc(S(=O)(=O)Nc2ccc3c(c2)OCCO3)c1 | 0.0%
O=[N+]([O-])c1cc(C(F)(F)F)ccc1NCc1cccnc1 | 0.0%
COc1ccccc1C1CC(c2ccc(Br)cc2)=NN1C(=O)CCC(=O)O (stereo not given) | 4.0%
Cc1ccc(-c2cc(-c3ccccc3)n[nH]2)c(O)c1 | 10.0%

Three compounds from above, sorted by count of non-hydrogen atoms, highest first.
SMILES | RNase H inhibition
COc1cc(C=NNC(=O)CC#N)ccc1Oc1ccc([N+](=O)[O-])cn1 | 10.0%
CCOC(=O)C(Cc1ccccc1)NC1=CC(=O)CC(C)(C)C1 (stereo not given) | 14.0%
Cc1ccc(-c2cc(-c3ccccc3)n[nH]2)c(O)c1 | 10.0%

Continued:
SMILES | RNase H inhibition
COC(=O)CN(c1ccc(Cl)cc1C)S(=O)(=O)c1ccc(C)cc1 | 11.0%
Cc1c(-c2ccc(C3Nc4ccc5ccccc5c4C4=C3C(=O)CC(C)(C)C4)o2)ccc([N+](=O)[O-])c1C (stereo not given) | 15.0%
CCC(C)Sc1nc2ccccc2c(=O)[nH]1 (stereo not given) | 4.0%
Cc1cc(C2CCC(c3ccc(NC(=O)c4cccs4)c(C)c3)CC2)ccc1NC(=O)c1cccs1 (stereo not given) | 10.0%
Cc1ccc(C(=O)N2CCCc3ccccc32)cc1 | 1.0%
O=C(CCN1C(=O)/C(=C/c2ccccc2Cl)SC1=S)Nc1ccccc1Br | 17.0%
O=c1cc(-c2ccc(Cl)cc2)nc(-c2ccccc2)o1 | 12.0%
O=C(CN(Cc1ccccc1)S(=O)(=O)c1ccccc1)NCc1ccncc1 | 7.0%
NC(=O)C1CCN(C(=O)COc2ccccc2)CC1 | 0.0%
O=CN(Cc1ccccc1)/N=C/c1ccc(Cl)cc1 | 4.0%
COc1ccc(CCNC(=S)Nc2ccc(OC)cc2)cc1 | 44.0%
Cc1ccc(C(=O)Oc2cccc(C=C3C(=O)NC(=S)NC3=O)c2)cc1 | 27.0%
Cc1ccc(/C=N/NC(=O)COc2ccc3ccccc3c2Br)o1 | 8.0%
CCOc1ccc(C(=O)Nc2cccc(NC(=O)c3ccc(F)cc3)c2)cc1 | 0.0%
CCC(NC(=O)Nc1ccccc1OC)(C(F)(F)F)C(F)(F)F | 4.0%

Given as tab-separated lines: 4 of the compounds above
Compound	RNase H inhibition
Cc1ccc(/C=N/NC(=O)COc2ccc3ccccc3c2Br)o1	8.0%
CCC(C)Sc1nc2ccccc2c(=O)[nH]1 (stereo not given)	4.0%
O=C(CCN1C(=O)/C(=C/c2ccccc2Cl)SC1=S)Nc1ccccc1Br	17.0%
Cc1ccc(C(=O)N2CCCc3ccccc32)cc1	1.0%

Continued:
SMILES | RNase H inhibition
COc1cc(C2C(C(C)=O)=C(O)C(=O)N2CCN(C)C)ccc1O (stereo not given) | 7.0%
CCN1C(=O)/C(=C/c2cccc(OCCOc3ccccc3Cl)c2)SC1=S | 7.0%
CCO/C(=N\S(=O)(=O)c1ccc(Br)cc1)c1ccccc1 | 0.0%
CC1=NC(c2ccccc2)(c2ccccc2)c2ccccc2O1 | 5.0%
O=C(COc1c(Br)cc(Br)cc1Br)N/N=C/c1cc(O)ccc1[N+](=O)[O-] | 20.0%
O=Cc1ccc(OCc2ccc(Cl)cc2)c(Br)c1 | 42.0%
CC(C)(C)c1cc(Br)ccc1OCC(=O)Nc1cccc([N+](=O)[O-])c1 | 17.0%
COc1cc(/C=N/Nc2nonc2N)cc(OC)c1OC | 7.0%
O=C1OCC(CO)(CO)N=C1NNc1ccc([N+](=O)[O-])cc1 | 14.0%
CCOc1cc2c(c([N+](=O)[O-])c1)NC(c1ccccc1Cl)C1CC=CC21 (stereo not given) | 22.0%
O=C1OC(c2ccc(Br)cc2)=C/C1=C\c1ccc(-c2cc([N+](=O)[O-])ccc2Cl)o1 | 17.0%
CC(C)=CC(=O)CC(O)(c1ccccc1)c1ccccc1 | 7.0%
COc1ccc(/C(O)=C2/C(=O)C(=O)N(c3cccc(C(F)(F)F)c3)C2c2ccc([N+](=O)[O-])cc2)cc1 (stereo not given) | 7.0%
Cc1ccc2c(c1)c(-c1ccccc1)c(-c1ccccc1)n2CC(O)CN1CCCCC1 (stereo not given) | 33.0%
COC(=O)CSc1nc2ccc(NC(=O)c3ccccc3OC)cc2s1 | 7.0%
COc1ccc(S(=O)(=O)NCC(C)C)cc1Br | 2.0%
O=C1C=CC(=O)N1c1cccc(Cl)c1 | 19.0%
CC(Oc1ccc(Cl)cc1Cl)C(=O)Nc1c(Cl)cccc1Cl (stereo not given) | 3.0%
NNC(=O)COc1cccc2ccccc12 | 1.0%
CC(C)(C)C(=O)Oc1ccc2c(=O)c(Oc3ccccc3Br)coc2c1 | 1.0%
CSCCOC(=O)C1=C(C)NC(=O)NC1c1cccc([N+](=O)[O-])c1 (stereo not given) | 9.0%
CSc1nccn1CC(=O)Nc1ccccc1 | 0.0%
COc1ccc(C(=O)N2CCN(Cc3ccc(Br)cc3)CC2)cc1OC | 22.0%
CCN(CC)c1ccc(/C=C(/C#N)C(=O)Nc2ccc(OC)cc2)o1 | 24.0%
Cc1ccc(C(=O)Nc2cc(Cl)ccc2Cl)c(Cl)c1 | 5.0%
O=C(N/N=C/c1cc(Br)ccc1O)c1cccc2ccccc12 | 24.0%
Clc1ccc(-c2nc3ccc(N=Cc4ccccc4)cc3[nH]2)c(Cl)c1 | 5.0%
CCC(C(=O)Nc1cccc(C)c1C)c1ccccc1 (stereo not given) | 3.0%
COc1ccc(Br)cc1CN1CCN(C2CCCCC2)CC1 | 0.0%
NC(=O)CNC(=O)c1ccc(C#CC2(O)CCCCC2)cc1 | 4.0%
CCOc1ccc(C2(C)C(=O)N(CN3CCOCC3)C(=O)N2CN2CCOCC2)cc1 (stereo not given) | 6.0%
COC(=O)c1ccc(NC(=O)c2oc3ccccc3c2C)cc1 | 41.0%
CCOc1ccccc1OCCOc1ccccc1C=O | 20.0%
CC(=O)Nc1cccc(/C(C)=N/N=C2/NC(=O)C(CC(=O)Nc3ccc(C(=O)O)cc3)S2)c1 (stereo not given) | 0.0%
COC(=O)c1ccccc1NC(=O)c1cccc([N+](=O)[O-])c1C | 0.0%
O=C(Nc1nnc(-c2ccco2)s1)c1ccccc1I | 9.0%
Cc1ccc(/C=C(\C#N)c2nc(-c3cc4cc(Br)ccc4oc3=O)cs2)o1 | 5.0%
N#CC1=C(N)OC2=C(C(=O)CC(c3ccccc3)C2)C1c1ccc(F)cc1 (stereo not given) | 4.0%
CCCCNC(=O)C(=O)NCCN1CCOCC1 | 4.0%
Oc1oc(-c2ccccc2)nc1C=Nc1ccc(I)cc1 | 14.0%
O=[N+]([O-])c1cccc(S(=O)(=O)Nc2ccc(I)cc2)c1 | 13.0%
O=[N+]([O-])c1cccc(C2SCCN2S(=O)(=O)c2ccc3ccccc3c2)c1 (stereo not given) | 13.0%
COc1ccc(S(=O)(=O)Oc2ccc(/C=C3\SC(N)=NC3=O)cc2)cc1 | 2.0%
COc1ccc(CN2CCN(C3CCCC3)CC2)cc1OCc1ccccc1 | 8.0%
Cc1ccccc1NC(=O)/C(C#N)=C1\NC(C)(C)Cc2ccccc21 | 4.0%

In another format: 4 of the compounds above.
| canonical_smiles | RNase H inhibition |
| --- | --- |
| CCCCNC(=O)C(=O)NCCN1CCOCC1 | 4.0% |
| Oc1oc(-c2ccccc2)nc1C=Nc1ccc(I)cc1 | 14.0% |
| O=[N+]([O-])c1cccc(S(=O)(=O)Nc2ccc(I)cc2)c1 | 13.0% |
| O=[N+]([O-])c1cccc(C2SCCN2S(=O)(=O)c2ccc3ccccc3c2)c1 (stereo not given) | 13.0% |

Next section:
SMILES | RNase H inhibition
CCc1ccc(NC(=O)COc2ccc(Br)cc2)cc1 | 6.0%
COc1ccccc1/C=N/NC(=O)c1cc(C23CC4CC(CC(C4)C2)C3)[nH]n1 | 28.0%
Cc1ccc2nc(NC(=S)NC(=O)c3ccc(Cl)cc3)sc2c1 | 7.0%
CC(C(=O)N1CCOCC1)N1C(=O)c2cccc3cccc(c23)C1=O (stereo not given) | 19.0%
O=[N+]([O-])c1ccccc1OCCCN1CCCCC1 | 0.0%
COc1ccc(/C=C(\NC(=O)c2ccc([N+](=O)[O-])cc2)C(=O)NCCN2CCOCC2)cc1 | 3.0%
O=c1[nH]c2ccccc2c(O)c1-c1ccccc1[N+](=O)[O-] | 1.0%
Cc1ccc2oc(-c3ccc(C)c(N=C/C=C/c4cccc([N+](=O)[O-])c4)c3)nc2c1 | 17.0%
O=C(N/N=C/c1ccc(OCc2ccccc2)cc1)C(O)c1ccccc1 (stereo not given) | 18.0%
Cc1cccc(-c2nc3cc(N=C/C=C/c4ccc(Cl)cc4)ccc3o2)c1 | 12.0%
